Assay outcomes as filed in PubChem BioAssay.
H1N1 NS1A inhibition: H1N1 influenza NS1A inhibitors, functional cell based assay (AID 504329). NS1A functional cell-based assay, percent inhibition; higher % means a stronger effect. 0.3% of 340,000 active. inhibition, % at 12.5 µM, or IC50 in µM where a hit was titrated; in the data active = a potency from the dose series; inconclusive = inhibition above about 27% without an active follow-up result; note: strong numbers were not always called active
PhoP GFP inhibition: PhoP regulon inhibitors, Salmonella typhi PhoP promoter GFP reporter, confirmatory (AID 1850); Salmonella Typhi PhoP-promoter GFP reporter, fluorescence, 4 h; higher % means a stronger effect; inhibition, % at 50 µM, or IC50 in µM where a hit was titrated; 0.33% of 310,000 active; in the data active = a potency from the dose series; inconclusive = inhibition mostly from about 25% at the one dose, without a potency; inactive = the rest, 99 in 100 with inhibition below about 19%;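 note: 0% = induced wells with vehicle and 100% = uninduced wells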
M. tuberculosis HTS: M. tuberculosis growth inhibition, HTS (AID 449762) | M. tuberculosis H37Rv growth inhibition, 7H9 media; higher % means a stronger effect | 0.59% of 330,000 active | one-dose inhibition, % at 25 µM; IC50 in µM for titrated hits; in the data active = a potency from the dose series; inconclusive = inhibition above about 70% without an active follow-up result;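 note: bacterial growth assessed after seven days of incubation; strong numbers were not always called active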
inhibitors of VEEV: inhibitors of VEEV TC-83 cytopathic effect, confirmation, Vero cells (AID 588727); Vero cells, VEEV TC-83 cytopathic effect inhibition; higher % means a stronger effect; 0.13% of 350,000 active; one-dose inhibition, % at 20 µM; IC50 in µM for titrated hits; in the data active = a potency from the dose series; inconclusive = inhibition mostly from about 14% at the one dose, without a potency; inactive = the rest, 99 in 100 with inhibition below about 12%; note: strong numbers were not always called active
tuberculosis growth: growth inhibition of non-replicating M. tuberculosis (AID 488890); Mycobacterium tuberculosis non-replicating, growth inhibition; higher % means a stronger effect; one-dose inhibition, % at 25 µM; IC50 in µM for titrated hits; 0.39% of 320,000 active; in the data active = a potency from the dose series; inconclusive = inhibition mostly from about 82% at the one dose, without a potency; inactive = the rest, 99 in 100 with inhibition below about 76%;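 note: plate controls were DMSO cells for no effect and high antibiotic wells for full effect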
* marks the source's active call; other numbers are inactive results; i = inactive; ? = inconclusive; . = not tested or not shown.

SMILES | H1N1 NS1A inhibition | PhoP GFP inhibition | M. tuberculosis HTS | inhibitors of VEEV | tuberculosis growth
Cc1ccc(C2C(C#N)=C(N)Oc3cc4c(cc32)OCO4)cc1 (centres undefined) | 2% | 1% | 4% | 4.9% | 12%
COc1ccc(-c2nc3ccccc3c(=O)n2CCCn2ccnc2)cc1 | -3% | -6% | -7% | 1.4% | 15%
CC1=C(O)C(=O)C(C2=C(O)C(=O)C(C)=C(O)C2=O)=C(O)C1=O | 25% | . | . | i | .
Cc1c(O)nc(SCC(=O)Nc2nccs2)n(-c2ccccc2F)c1=O | -6% | -2% | 3% | 2.2% | 5%
CC(=O)NC1C(=O)N=C(SCC(=O)NCc2ccccc2)NC1=O (centres undefined) | 8% | 5% | 0% | i | 2%
CCCN1CCC(=O)N([C@H](CSc2ccc(OC)cc2)CC(C)C)CC1 | 11% | -7% | 0% | i | 48%
FC(F)(F)c1ccc(NC2=NCCC2)cc1 | -8% | -9% | 7% | i | 20%
Cc1onc(-c2ccccc2Cl)c1C(=O)Nc1ccc(CN2CCCC2)cc1 | -5% | -12% | 0% | i | 3%
O=C(NCc1ccccn1)C1CCC(CNS(=O)(=O)c2cccc3nsnc23)CC1 (centres undefined) | 1% | -6% | 3% | 3.9% | .
O=C(Nn1c(-c2ccc(Br)cc2)nc2ccccc2c1=O)c1ccc([N+](=O)[O-])cc1 | 7% | -5% | 3% | i | 20%
Cc1cccc(C(=O)OCC(=O)N2CCC(c3ccccc3)=N2)c1O | 1% | -4% | 0% | 0.7% | -7%
CC(C(=O)Nc1ccc2c(c1)OCO2)n1cnc2c1c(=O)n(C)c(=O)n2C (centres undefined) | -1% | . | -4% | 3.8% | -2%
COc1ccc(Nc2nc(N)c(C(=O)c3ccc(OC)cc3)s2)cc1 | -22% | -5% | 2% | 2.5% | 24%
CN(Cc1cccc(Cl)c1Cl)c1ccc(S(=O)(=O)N2CCCCC2)cc1[N+](=O)[O-] | 3% | 0% | 0% | i | 25%
CSc1cc(-c2ccccc2)[nH]c(=O)c1C#N | 6% | -3% | 3% | 0.4% | 3%
CCOC(=O)Cn1c(CN2CCN(c3cccc(Cl)c3)CC2)nc2c1c(=O)[nH]c(=O)n2C | 1% | -4% | -5% | 0.6% | .
COc1ccc(NC(=S)Nc2ccc3snnc3c2)cc1 | -2% | -3% | -6% | 0.2% | 74%
COc1ccc(N2C(=O)CC(N(CCc3ccc(S(N)(=O)=O)cc3)C(=S)Nc3ccccc3)C2=O)cc1 (centres undefined) | 0% | 9% | -1% | 3.0% | 17%
CC(C)(C)NC(=S)NNC(=O)[C@H]1C[C@@H]1c1ccccc1 | -29% | -2% | 5% | 2.4% | 16%
CCN(CC)S(=O)(=O)c1cccc(C(=O)N/N=C/c2ccc(O)c(O)c2O)c1 | 20% | 13% | -6% | 0.0% | -10%
O=C1OCCC1(c1ccccc1)c1ccccc1 | -7% | . | . | 4.4% | .
O=C(Nc1ccc2c(c1)OCCO2)c1ccc(CN2CCOCC2)cc1 | 4% | 1% | -13% | 1.1% | 7%
CCOC(=O)c1ccc(S(=O)(=O)N2CCN(Cc3cc4c(cc3O)OCO4)CC2)cc1 | 14% | . | 5% | 0.1% | 17%
CCC12CN(C(=O)c3ccc([N+](=O)[O-])cc3)CC(CC)(CN(C(=O)c3ccc([N+](=O)[O-])cc3)C1)C2=O | . | -4% | 2% | 0.4% | 34%
O=C(Nc1ccccc1)Nc1nncs1 | -6% | -7% | -1% | 1.8% | 0%
O=S(=O)(Nc1ccccc1)c1ccc(-c2csnn2)cc1 | 0% | 0% | 5% | 1.8% | 0%
N#Cc1c(SCc2ccc(Cl)cc2)sc(C(=O)c2ccccc2)c1N | -4% | 7% | 0% | 4.3% | 8%
COc1ccc(-c2cc(-c3cccs3)c(C#N)c(SCC(=O)NCc3ccco3)n2)cc1 | -10% | -7% | 7% | 7.3% | 13%
CC(C)c1ccc(-c2nnc(SCC(=O)NC3CC3)n2C)cc1 | -11% | 2% | -9% | 1.6% | 6%
Cc1ccc(NC(=O)CCc2ccc(S(=O)(=O)N3CCOCC3)cc2)c(Cl)c1 | -1% | . | -7% | 3.5% | 8%
O=C(c1ccc(-c2ccccc2)cc1)C1CCCN(C(=O)c2cncs2)C1 (centres undefined) | -1% | 1% | ? | 4.3% | 29%
Cc1noc(C)c1CSc1ncnc2sc(C)c(C)c12 | -9% | -15% | 0% | 7.0% | 0%
O=C(Nc1cccnc1)c1ccccc1-c1ccccc1 | -5% | 12% | 1% | i | 1%
C/C(CC(=O)N1CCN(C=O)CC1)=N\NC(=O)c1cccc([N+](=O)[O-])c1 | -3% | -8% | -8% | 0.3% | 6%
CC1=C(N2CCCCC2)CCC1=O | -7% | -4% | -10% | 0.3% | -15%
O=C(C1CCN(S(=O)(=O)c2ccccc2F)CC1)N1CCc2ccccc2C1 | -8% | -15% | -2% | 3.9% | 11%
Cc1ccc(NC(=O)NC2CC(=O)N(c3ccc4c(c3)OCCO4)C2)cc1F (centres undefined) | -2% | -5% | -12% | 2.2% | -5%
CCC(C)C1C(C#N)=C(N)Oc2n[nH]c(C)c21 (centres undefined) | 1% | -10% | -1% | 2.2% | .
Cc1ccc([N+](=O)[O-])cc1NC(=O)c1ccccc1 | 0% | 7% | -6% | i | 14%
O=C(N/N=C/c1c[nH]c2ccccc12)c1ccn(Cc2ccc(Cl)cc2Cl)n1 | 13% | -1% | -5% | 1.5% | -2%
Cc1ccnc(-n2c(C)cc(/C=N/NC(=O)COc3cccc4cccnc34)c2C)c1 | 3% | 2% | -5% | 3.7% | 5%
O=C(CSc1nc2ccccc2c(=O)n1-c1ccccc1)NCc1ccco1 | -4% | -5% | -4% | 9.4% | 12%
O=C(NCc1ccccc1)c1nc[nH]c1C(=O)N1CCc2ccccc2C1 | -6% | . | 24% | 5.4% | 55%
COc1ccc(/C=C/C(=O)c2ccc(NC3=NCCCS3)cc2)cc1OC | 4% | 7% | ? | ? | 67%
CCCNc1nc2nc3ccccn3c(=O)c2cc1C(=O)NCCN1CCOCC1 | 11% | -1% | -13% | 0.6% | .
CC(=NCCCN1CCCCC1)c1c(O)n(Cc2ccccc2)c(=O)[nH]c1=O | -5% | -10% | 9% | 6.7% | 7%
Cc1cc(NC(=O)CSc2nnc(-c3ccoc3C)o2)no1 | 5% | -1% | 41% | i | ?
CC1NC(=S)N(C2CCCCC2)C1=O (centres undefined) | -16% | -9% | -1% | 1.2% | 8%
Cc1ccc(C)c(Nc2nn3c(=O)c4ccc(C(=O)NCc5cccnc5)cc4nc3s2)c1 | 3% | -25% | 11% | 0.6% | 7%
CCOC(=O)c1c(C)c(C(=O)N(C)C2CCCCC2)c(C)n1C | 8% | -12% | -4% | i | -6%

(more compounds)
SMILES | H1N1 NS1A inhibition | PhoP GFP inhibition | M. tuberculosis HTS | inhibitors of VEEV | tuberculosis growth
CCn1c(=N)n(CCOc2ccc(OC)cc2)c2ccccc21 | 15% | -8% | -1% | 0.3% | 13%
CC1(c2ccc(Cl)cc2)NC(=O)N(CC(=O)NC2CCCCC2)C1=O (centres undefined) | 2% | . | 1% | i | 3%
O=C(COC(=O)c1ccccc1NCCO)NCCc1ccccc1 | -7% | 5% | -1% | 2.9% | 3%
CC(=O)Nc1nonc1-c1nc2ccccc2n1C | -3% | -2% | 0% | 1.5% | -11%
CCCC(C)NC(=O)COC(=O)c1ccc2c(c1)C(=O)N(Cc1ccco1)C2=O (centres undefined) | 14% | 8% | 8% | 0.8% | -8%
CCOc1ccc(OCC)c(NC(=O)c2nnn(CC(=O)Nc3cc(C)cc(C)c3)c2N)c1 | -2% | 3% | 1% | i | -6%
COc1ccc(C(=O)NNC(=O)Cc2ccc(-c3ccccc3)cc2)cc1OC | 5% | 1% | 3% | 3.1% | -5%
O=C(NCCC(=O)N1CCC2(CC1)NCCc1[nH]cnc12)c1ccc(F)c(F)c1 | 5% | 7% | 0% | 2.4% | -1%
CC(=O)N1c2ccc(S(=O)(=O)NCCC(=O)NC3CCCC(C)C3C)cc2CC1C (centres undefined) | 6% | -9% | 0% | i | -7%
O=c1c2ccccc2nc(SCCN2CCOCC2)n1CCc1ccccc1 | 0% | 1% | 13% | 8.0% | -1%
Cc1c(C(=O)Nc2ccc(Cc3ccncc3)cc2)cccc1[N+](=O)[O-] | -3% | -11% | -4% | i | 19%
CCCCOC(=O)C1CN(c2ccccc2)N=C1C(=O)OCC (centres undefined) | -32% | -3% | 3% | 0.2% | 62%
CC12CN3CCN(C1)CC(C)(C3)C2=NO | -8% | 6% | 8% | 0.6% | 11%
Cc1ccc(C2=NN(C(=O)CNCCO)C(c3cccs3)C2)cc1 (centres undefined) | -9% | 6% | -1% | 2.6% | 24%
CCOc1ccc(C(=O)C(C)OC(=O)Cn2cnc3c2c(=O)n(C)c(=O)n3C)cc1 (centres undefined) | -2% | 0% | 0% | 1.5% | -6%
COc1ccccc1NC(=O)CCSc1nnc(-c2ccc(O)cc2)o1 | -8% | 2% | ? | 5.3% | 80%
Cc1ccc(CC(=O)Nc2nc3c(s2)CCCC3)cc1 | 3% | 3% | 54% | ? | 33%
CCn1cc(C(=O)NCC2CCCO2)c(=O)c2cc(S(=O)(=O)N3CCCCC3)ccc21 (centres undefined) | -10% | -5% | 0% | i | 3%
Cc1ccc(-n2nc3c(=O)n(CC(=O)NCc4ccc(C)o4)nc(C)c3c2C)cc1 | -3% | -22% | 1% | i | -4%
CCOc1cc(C(=S)N2CCCC2)ccc1OC(=O)Cc1ccc(F)cc1 | -12% | -7% | 4% | 1.0% | 44%

Part of the list above in order of heavy-atom count, largest number first.
SMILES | H1N1 NS1A inhibition | PhoP GFP inhibition | M. tuberculosis HTS | inhibitors of VEEV | tuberculosis growth
CCn1cc(C(=O)NCC2CCCO2)c(=O)c2cc(S(=O)(=O)N3CCCCC3)ccc21 (centres undefined) | -10% | -5% | 0% | i | 3%
CCOc1cc(C(=S)N2CCCC2)ccc1OC(=O)Cc1ccc(F)cc1 | -12% | -7% | 4% | 1.0% | 44%
Cc1c(C(=O)Nc2ccc(Cc3ccncc3)cc2)cccc1[N+](=O)[O-] | -3% | -11% | -4% | i | 19%
Cc1ccc(C2=NN(C(=O)CNCCO)C(c3cccs3)C2)cc1 (centres undefined) | -9% | 6% | -1% | 2.6% | 24%
CCCCOC(=O)C1CN(c2ccccc2)N=C1C(=O)OCC (centres undefined) | -32% | -3% | 3% | 0.2% | 62%
CC12CN3CCN(C1)CC(C)(C3)C2=NO | -8% | 6% | 8% | 0.6% | 11%

(further entries)
SMILES | H1N1 NS1A inhibition | PhoP GFP inhibition | M. tuberculosis HTS | inhibitors of VEEV | tuberculosis growth
COc1ccc([C@@H]2[C@@H]3C(=O)N(C(C)(C)C)C(=O)[C@@H]3[C@]3(C)C(=O)N(c4ccc(C(F)(F)F)cc4)C(=O)N23)cc1 | -4% | 1% | 6% | 0.1% | 14%
Cc1cnc(NC(=O)CC(C)c2ccccc2)s1 (centres undefined) | 26% | 9% | 7% | i | 6%
COc1cc(/C=C2\C(=O)NC(=O)N(c3ccccc3)C2=O)cc(OC)c1OC | 8% | -5% | -3% | 1.6% | 9%
COc1ccc(-c2nc(CS(=O)(=O)CC(=O)NCc3ccccc3OC)c(C)o2)cc1 | -5% | 2% | -7% | 1.6% | 2%
CCN(CC)CCCNC(=O)Cn1cnc2sc(C)c(S(=O)(=O)N3CCN(c4ncccn4)CC3)c2c1=O | -12% | -1% | 0% | 0.2% | -3%
COc1ccc(OC)c(-c2cc(C(=O)N/N=C/c3ccc(F)cc3)c3ccccc3n2)c1 | . | -4% | 3% | 7.0% | 23%
COc1ccccc1CCC(=O)Nc1ccc(OC)c(S(=O)(=O)N2CCCCC2)c1 | 1% | . | -4% | 7.9% | 18%
C=C(c1ccccc1)c1ccccc1N | 0% | 1% | 5% | 0.2% | 3%
O=C1c2ccccc2S(=O)(=O)c2cc(C(=O)N3CCN(C(=O)c4ccccc4)CC3)ccc21 | -4% | -10% | 4% | 0.8% | 54%
COc1ccc(C(=O)COC(=O)Cn2nnc3ccccc32)cc1Br | 19% | 3% | -3% | 3.3% | 13%
CCOC(=O)N1CCN(c2c(F)cc3[nH]c(=S)[nH]c3c2Br)CC1 | -3% | 2% | 8% | i | -6%
CC(C)(C)P(=O)(N1CCOCC1)N1CCOCC1 | -9% | 8% | 0% | i | -7%
CCCCN1CC(COCc2ccccc2)Oc2cccc(F)c2S1(=O)=O (centres undefined) | -12% | . | . | i | .
Cc1ccc(NC(=O)CSc2nnc(C)c(=O)n2N)cc1Cl | 23% | 0% | 16% | 5.5% | -9%
O=C(Oc1cc2oc(=O)cc(-c3ccccc3)c2cc1Cl)C1CCCCC1 | -1% | 3% | -7% | 1.4% | ?
O=C(O)Cc1ccc(C(=O)c2cccs2)s1 | 0% | 9% | 3% | 0.4% | 1%
